# Screening data from PubChem.
# FXIa inh = blocks human coagulation factor XIa activity; AID 687; inhibition, % at 10 µM; purified human FXIa, fluorogenic AMC substrate cleavage; P03951; 33,000 tested, 0.3% active;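 active = inhibition above 40% in the primary screen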;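 note: 0% = enzyme without compound and 100% = blank wells lacking enzyme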
# FXIIa inh = inhibitors of human coagulation factor XIIa | purified human FXIIa, AMC substrate fluorescence, 2 h | inhibition, % at 10 µM | 33,000 tested, 0.2% active | AID 701; in the data active = inhibition above about 30%;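 note: 0% = enzyme with vehicle only and 100% = no enzyme blank; many of its hits are not listed in these tables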
# Target sequence (P00748 20-372 limits assumed): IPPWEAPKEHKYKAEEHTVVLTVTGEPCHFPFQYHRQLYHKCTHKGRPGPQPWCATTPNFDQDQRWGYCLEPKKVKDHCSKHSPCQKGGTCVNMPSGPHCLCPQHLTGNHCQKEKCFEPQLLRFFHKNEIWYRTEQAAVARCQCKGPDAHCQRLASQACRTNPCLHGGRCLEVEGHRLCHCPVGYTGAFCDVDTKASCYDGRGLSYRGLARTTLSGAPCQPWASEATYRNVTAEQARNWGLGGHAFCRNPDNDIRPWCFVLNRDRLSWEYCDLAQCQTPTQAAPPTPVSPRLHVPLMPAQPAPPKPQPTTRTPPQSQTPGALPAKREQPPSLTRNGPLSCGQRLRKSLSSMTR
# Target sequence (P00748 373-615 limits assumed): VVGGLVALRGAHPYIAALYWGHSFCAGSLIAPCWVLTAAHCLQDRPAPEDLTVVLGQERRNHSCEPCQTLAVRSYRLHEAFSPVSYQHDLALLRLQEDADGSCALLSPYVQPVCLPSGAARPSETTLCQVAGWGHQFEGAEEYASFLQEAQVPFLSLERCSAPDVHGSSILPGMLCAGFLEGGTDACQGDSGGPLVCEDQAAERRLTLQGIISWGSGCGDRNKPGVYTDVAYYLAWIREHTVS
# Numbers without * were called inactive; & = joins results of further samples. This is a subset; the hit share may differ from the screen's.
SMILES	FXIa inh	FXIIa inh
C=CCn1c(SCC)nc(O)cc1=O	1.7	5.4
COc1ccc(C(CNC(=O)c2ccc3c(c2)C(=O)N(CCC(C)C)C3=O)N2CCOCC2)cc1 (stereo not given)	0.3	-11.3
Cc1ccc(C(C(=O)NC2CCCC2)N(Cc2ccc3c(c2)OCO3)C(=O)Cc2cccs2)cc1 (stereo not given)	-12.5	-1.8
CCOc1nc(Nc2ccc(OC)c(Cl)c2)nc(N2CCN(c3ccc(OC)cc3)CC2)n1	-2.0	3.7
Cc1ccc(CCN2C(=O)CCC2(C)C(=O)NCc2cccnc2)cc1 (stereo not given)	-3.0	5.7
COc1cccc(-n2nc(-c3ccnn3-c3ccccc3)c(=O)n(C)c2=O)c1	17.7	-14.4
O=C(Nc1cccnc1)c1cc(F)cc(F)c1	-0.8	6.3
COc1ccc(OC)c(CN2CCCC(CO)C2)c1 (stereo not given)	-7.5	-1.8
Cc1cc(C)c(C)c(OCC(=O)N2CCCCCC2)c1	-0.2	7.6
C/C(=N\NS(C)(=O)=O)c1ccc(C)cc1	-7.3	0.4
CCCc1[nH][nH]c(=O)c1C(c1cccc(Cl)c1)C(C#N)C#N (stereo not given)	-17.2	-12.3
O=S(=O)(Nc1cnc2ccccc2c1)N1CCCCCC1	-2.6	-13.8
CC(C)Oc1ccc(CNCCC2(C(C)C)CCOC(C)(C)C2)cc1 (stereo not given)	-3.6	-0.7
Brc1cccc(OCCOCCn2ccnc2)c1	1.5	7.7
Nc1nc(C2CC(=O)OC23CCCCC3)cs1 (stereo not given)	1.2	-12.6
O=C1CN(C(=O)c2ccc(Br)o2)C(c2ccccc2)c2cc(Cl)ccc2N1 (stereo not given)	-0.6	6.0
COC(=O)c1ccccc1NC(=O)CSc1nnnn1C	-0.1	0.3
Cc1ccc(SCC(=O)NCc2ccco2)cc1	0.1	3.9
CCOC(=O)c1[nH]c2cc(OC)c(OC)cc2c1NC(=O)CN1CCN(C)CC1	-2.9	4.1
CNC(=S)N1CCN(c2c(F)cc3c(=O)c(C(=O)O)cn(C4CC4)c3c2OC)CC1C (stereo not given)	-2.4	3.1
O=C(O)c1cc(N2C(=O)C3C4C=CC(C4)C3C2=O)ccc1NCc1cccnc1 (stereo not given)	-0.1	3.1
O=C(Nc1ccc(OCc2ccccc2)cc1)c1cccnc1	4.0	3.1
Cc1cc2n(n1)SC(Nc1ccc(F)c(Cl)c1)N2 (stereo not given)	-5.8	1.6
Cc1c(NC(=S)/C=C2\N(C)c3ccccc3C2(C)C)c(=O)n(-c2ccccc2)n1C	10.2	22.4
Cc1cccc(C)c1-n1c(C)cc(/C=N\Nc2ccc([N+](=O)[O-])cn2)c1C	4.7	6.3
COCC(=O)Nc1cc(OC)ccc1OC	0.8	6.7
CNC(=O)CN(c1ccc2c(c1)OCCO2)S(C)(=O)=O	17.9	-2.7
Cc1cc(=O)[nH]c(Nc2cccc(C(F)(F)F)c2)n1	-2.7	1.4
CC(NC(=O)c1ccco1)C1CCCO1 (stereo not given)	-4.8	11.6
CC(C)CCNC(=O)c1ccc2c(c1)ncn2C1CCCCC1	-13.4	-12.7
CCCCOc1ccc(NC(=O)C(=O)NCCC2=CCCCC2)cc1	-10.1	6.4
COc1ccc(-c2noc(CN(C(=O)c3cccs3)C(C)C)n2)cc1	3.7	2.7
Cc1cccc(-c2n[nH]c(=S)n2Cc2ccccc2)c1	-0.1	-8.8
CC(=O)c1ccc(NC(=O)CCC(=O)OCC(F)(F)C(F)F)cc1	-2.0	8.8
CC(C)(C)NC(=O)c1ccc2c(c1)N(CC(=O)N1CCN(c3ccccc3F)CC1)C(=O)C(C)(C)O2	3.4	6.5
CC(=O)Nc1ccc(C(=O)CSc2nnc(Cc3ccccc3)o2)cc1	-3.5	2.9
Cc1cccc(NC(=O)Cn2cnc3ccccc3c2=O)c1C	1.8	2.6
O=C(OCC#CCSc1nnc(-c2ccccc2)o1)c1cc2ccccc2o1	-5.5	14.5
Cc1ccccc1NC(=O)CC1S/C(=N/c2nccs2)N(C)C1=O (stereo not given)	-2.1	3.0
N=c1ccn(Cc2ccc(Cl)cc2Cl)cc1	11.1	3.4
CCOC(=O)c1c(NC(=O)c2cc(CC(C)C)on2)sc(C(C)=O)c1C	7.6	9.5
CCCSc1nnc2n(C)c(=O)c3c4c(sc3n12)CCC4	-5.0	3.4
CCc1nnc(NC(=O)CCN2C(=O)c3ccccc3S2(=O)=O)s1	1.7	6.9
CCN(CC)C(=O)C1CCCN(Cc2ccc3c(c2)OCO3)C1 (stereo not given)	-1.7	-2.4
CCCN(CCC)C(=O)c1cc(-c2ccc3c(c2)OCO3)nc2ccccc12	-7.2	0.9
NCCc1nnc(SCc2ccc(F)cc2)o1	5.0	3.0
COc1ccc(C2c3c(ccc4ccccc34)Oc3ncn4nc(CO/N=C/c5ccccc5)nc4c32)cc1 (stereo not given)	25.6	-14.8
CN(C)c1nc(N)nc(CSc2nnnn2-c2cccc3ccccc23)n1	-8.0	6.8
O=C1N[C@@H](Cc2ccccc2)C(=O)N1CCN1CCOCC1	-4.5	3.6
COc1ccc(NC(=O)NC(C)(C(F)(F)F)C(F)(F)F)cc1	-7.7	1.4
c1ccc(CN2CCN(C3=Nc4cccc5cccc3c45)CC2)cc1	13.1	3.2
O=C(NCc1ccccc1)c1ccc2c(c1)C(=O)N(CC1CCCO1)C2=O (stereo not given)	3.3	1.9
CCOC(=O)c1cnc2c(C(=O)OC)cccc2c1NCc1ccco1	-3.9	6.4
COc1ccc(Nc2cc(=O)oc3ccccc23)cc1	-0.1	1.5
Cc1ccccc1/C=c1\s/c(=C\C(=O)C(C)(C)C)[nH]c1=O	-0.2	4.3
O=C(Nc1ccccc1)N1CCN(c2ccccn2)CC1	-14.3	-11.0

# Carrying on.
SMILES	FXIa inh	FXIIa inh
N#C/C(C(=O)c1ccccc1)=C1/SC=C(N)N1c1ccccc1	-0.9	4.2
CCCc1[nH]c(=O)c(C#N)c2c1CCCC2	-3.7	7.8
Cc1cccc2c1CC(C)(C)N=C2C1=C(O)CC(C)(C)CC1=O	-5.9	9.1
Cn1c(Cn2nnc(-c3ccccc3)n2)nnc1SCc1ccccc1Cl	-2.7	3.5
CC(C)(C)c1cnnn1-c1ccc(C=O)cc1	-0.9	8.3
O=C(CCn1c(=O)sc2ccccc21)Nc1nccs1	8.4	8.8
Cc1ccccc1C(=O)N1CCN(c2ncnc3c2cnn3-c2ccccc2)CC1	3.4	9.2
O=c1[nH][nH]c(C(F)(F)F)c1C=NCc1cccc(Cl)c1	-7.5	6.4
O=C(C1CCN(S(=O)(=O)c2cccs2)CC1)N1CCN(c2ccccc2)CC1	-1.2	8.8
CCCN(CCC)S(=O)(=O)c1ccc(NS(=O)(=O)c2ccc(F)cc2)cc1	5.2	4.5
O=C(NCCCO)c1ccc2[nH]c3c(c2c1)CCCC3	14.4	-14.9
CC(C)c1cc(NC(=O)CSc2nnc(-c3ccccc3F)n2C)on1	0.1	6.3
O=C(O)CC1=C(O)C(=O)N(c2ccccc2)C1c1ccc(Br)cc1 (stereo not given)	0.2	6.5
O=C(CSc1n[nH]c(-c2ccccc2)n1)Nc1ncc(Br)cc1Br	0.9	4.0
CCCCC1CC(C)(C(=O)CSc2nc3ccccc3s2)OC1=O (stereo not given)	-4.5	4.1
O=C(Nc1ccccc1C(F)(F)F)NC1CCCCCCC1	2.5	4.1
CC1CCc2c(sc3ncnc(N4CCOCC4)c23)C1 (stereo not given)	3.9	-2.2
CNc1nnc(CSc2nc3ccccc3s2)s1	-2.4	-14.8
COc1ccc(C2Nc3ccccc3C(=O)N2Cc2ccco2)cc1COc1ccc(F)cc1 (stereo not given)	-6.1	-5.0
Cc1cccc(Cc2cnc(NC(=O)c3ccc(C)o3)s2)c1	0.1	-1.6
CCC(C)c1ccc(S(=O)(=O)N2CCN(C(=O)COc3ccc4c(C)cc(=O)oc4c3)CC2)cc1 (stereo not given)	-4.9	4.7
CC(C)OC(=O)Cn1nnc(-c2ccccc2)n1	24.9	-15.1
CCOC(=O)c1c(C=O)c(C)n(Cc2ccccc2Cl)c1C	28.1	-18.3
O=C(COc1ccc(Br)cc1)NCc1ccccn1	1.1	-2.8
CCc1nc(N[C@@H](CC(C)C)C(=O)O)c2oc3ccccc3c2n1	-6.2	5.2
Cc1ccc(NC(=S)NCC2CCCO2)cc1 (stereo not given)	4.5	13.7
Cc1ccc2c(c1)CCCN2C(=O)c1ccco1	-12.5	7.5
O=C(O)c1ccccc1S(=O)CCO (stereo not given)	9.4	3.6
Cc1ccc(C(=O)n2c(=S)nc3ccccn32)cc1	-4.9	5.3
CC1Cc2ccccc2N1Cc1nc2cc(Cl)ccc2c(=O)[nH]1 (stereo not given)	2.3	6.1
CC1CC(C)CN(CCCn2c(=S)[nH]c3ccccc3c2=O)C1 (stereo not given)	-5.9	4.0
O=C(CN1C2=NCCN2c2ccccc21)N1CCOCC1	2.2	-2.4
COc1cc(C(=S)N2CCCC2)cc(OC)c1O	28.6	-12.9
COC(=O)C1=C(N)Oc2cc(C)n(Cc3cccnc3)c(=O)c2C1c1ccc(OC)c(OC)c1OC (stereo not given)	10.5	6.4
CCCC(=O)Nc1c(O)c2ccccc2[nH]c1=O	-7.0	6.6
CCn1cc(C(=O)Nc2ccc(OC)c(OC)c2)c2cc(OC)c(OC)cc2c1=O	-9.0	6.7
CCCCNC(=O)CCNS(=O)(=O)c1ccc(C)cc1	7.9	5.5
COC(=O)C(C(=O)Nc1cccc(C)n1)C1CCCCCC1 (stereo not given)	-11.6	-9.5
CCC(CC)C(=O)Nc1cccc(C(=O)N2CCCCCC2)c1	-3.4	2.3
CCOC(=O)Cn1c(=O)c(-c2ccccc2NC)nc2ccccc21	20.0	-11.9
CCC1S/C(=N/C(=O)NC2CCCCC2)NC1=O (stereo not given)	0.8	4.9
COc1ccc(NC(=O)CNS(=O)(=O)c2cccs2)c(OC)c1	-5.0	2.7
CON(C)c1nc(Oc2ccc(=O)[nH]n2)nc(N(C)C)n1	1.4	3.2
CCOC(=O)COc1ccc(Oc2nc(C)cc(OC)n2)nn1	-3.9	7.0
Cc1ccc(OCC(=O)N2N=C(C(F)(F)F)CC2(O)C(C)(C)C)cc1C (stereo not given)	12.0	-1.2
Cc1ccccc1-n1nnnc1Sc1nnnn1-c1ccccc1	-3.2	7.9
O=C(NCCc1c[nH]c2ccccc12)C1CCN(c2nnc(N3CCCC3=O)s2)CC1	3.9	2.6
CCn1c(SCC(=O)NC2CCCc3ccccc32)nnc1-c1cccs1 (stereo not given)	-8.1	10.0
CCn1nnnc1-c1ccc(OC)c(S(=O)(=O)Nc2ccc(C)c(C)c2)c1	5.5	10.6
CN(C(=O)c1ccc(NC(=O)C2CC=CCC2C(=O)O)cc1)c1ccccc1 (stereo not given)	-0.8	2.9
Cc1ccc2c(c1)C(O)(CC(=O)c1cccnc1)C(=O)N2 (stereo not given)	-0.1	7.5
COc1cc(S(=O)(=O)N(Cc2cccs2)C2CC2)ccc1-n1cnnn1	6.3	19.2
COc1ccc(Br)cc1C(=O)Nc1ccc(NC(=O)c2ccco2)cc1	-0.5	7.7
COC(=O)c1cn(NC(=O)c2cccc(F)c2)c(=O)c2ccccc12	23.6	-14.0
Cc1ccccc1NC1=C(Cl)C(=O)OC1NC(=O)c1ccccc1 (stereo not given)	-5.2	4.0
Cn1cccc1-c1nc2ccc(NC(=O)c3ccc([N+](=O)[O-])cc3)cc2[nH]1	20.1	-9.9

# Later entries:
SMILES	FXIa inh	FXIIa inh
C=C(C)C(=O)Nc1cccc(C(C)=O)c1	8.3	2.6
CCC(=O)N1CCN(c2ccc(Cl)cc2NC(=O)Cc2ccccc2)CC1	6.1	5.9
CCCNC(=O)NC(C)C12CC3CC(CC(C3)C1)C2 (stereo not given)	3.5	3.3
CCOC(=O)C1=C(C)NC2=C(C(=O)CCC2)C1c1coc2ccccc2c1=O (stereo not given)	-13.7	6.9
CN1C(=O)NC(c2cccc(O)c2)C(C(=O)c2cccs2)C1(O)C(F)(F)F (stereo not given)	-6.5	7.8
O=C(OCCN1CCOCC1)c1cccnc1	-2.1&-3.0	5.2&4.5
CN(C)S(=O)(=O)c1ccc(-c2csnn2)s1	30.7	-12.1
Cc1ccc(N(CC(O)Cn2c3ccccc3c3ccccc32)S(C)(=O)=O)cc1 (stereo not given)	-5.2	3.9

# Full records from above. Screens in order: FXIa inh, FXIIa inh
# Shown for O=C(OCCN1CCOCC1)c1cccnc1 → -2.1&-3.0, 5.2&4.5
# Shown for CN(C)S(=O)(=O)c1ccc(-c2csnn2)s1 → 30.7, -12.1
# Shown for C=C(C)C(=O)Nc1cccc(C(C)=O)c1 → 8.3, 2.6
# Shown for CCCNC(=O)NC(C)C12CC3CC(CC(C3)C1)C2 (stereo not given) → 3.5, 3.3
# Shown for CCOC(=O)C1=C(C)NC2=C(C(=O)CCC2)C1c1coc2ccccc2c1=O (stereo not given) → -13.7, 6.9

# (list continues)
SMILES	FXIa inh	FXIIa inh
O=c1oc(-c2ccccc2)nc2ccsc12	39.5	19.4
O=C(Nc1nncs1)C1COc2ccccc2O1 (stereo not given)	-1.1	8.8
COc1ccc(-n2c(COc3ccc4ccccc4c3)nnc2SCC(=O)NCc2ccco2)cc1	2.0	-0.2
O=C(CN1CCOCC1)NC1C2CC3CC(C2)CC1C3 (stereo not given)	6.6	7.6
Nc1nnc(CC(=O)NCc2ccccc2)s1	7.3	-0.6
C=CCC1(O)C(=O)N2C(=C1C(=O)N1CCOCC1)c1ccccc1CC2(C)C (stereo not given)	0.6	3.2
Cc1cccc(OCC(=O)Nc2nonc2NC(=O)COc2cccc(C)c2)c1	2.1	2.0
O=S(=O)(Nc1nc2ccccc2nc1N1CCN(c2ccccc2F)CC1)c1ccc(Cl)cc1	2.0	7.1
